TRAIL sens C8: sensitizes caspase-8 expressing cells to TRAIL | NB7+C8 cells + TRAIL, ATPlite viability luminescence | inhibition (viability loss, TRAIL sensitization), % at 10 µM | 1% of 360,000 active;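 active = compounds causing at least 50% loss of cell viability in the single-dose screen, relative to plate controls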
LMP1 NFkB inh: reduces LMP1-driven NF-kappaB luciferase signal; LMP1-induced NF-kappaB luciferase reporter cells, luminescence; inhibition, % at 12.5 µM; 0.69% of 350,000 active; AID 504558; in the data active = inhibition above about 41%; inconclusive = no clear call, values can overlap the other calls;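 note: 0% = neutral control wells and 100% = reference inhibitor control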
NCOA3 inh: human NCOA3 inhibition. inhibition, % at 3.6 µM. 0.17% of 360,000 active. Q9Y6Q9. HEK293 GAL4-SRC3 luciferase reporter, luminescence;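 active = inhibition above a per-campaign cutoff, the mean of all compounds plus 3 SD, cut at about 60% in these data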;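 note: 0% = DMSO-treated cells and 100% = gossypol-treated cells at 36 µM; higher means less SRC3-driven luciferase light from the GAL4 reporter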
TROY NFkB inh: blocks TROY-dependent signaling in reporter cells; Q293 LMP1-TROYcd NF-kB luciferase reporter, 4 h; inhibition, % at 10 µM; AID 1347056; 0.98% of 360,000 active;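 active = compounds whose plate-normalised and pattern-corrected inhibition of the luciferase reporter signal at the single screening dose is 50% or more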
COUP-TFII inh: NR2F2 (human) inhibition, primary screen; P24468; HEK293T NGFI-A luciferase reporter, luminescence; inhibition, % at 8.6 µM; 0.7% of 370,000 active; AID 686940;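 active = inhibition above a per-plate cutoff, mean inhibition of test wells between control levels plus 3 SD, cut at about 38% in these data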;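 note: cells cotransfected with COUP-TFII expression vector driving the NGFI-A reporter; 0% = median of COUP-TF2 test wells and 100% = reporter-only cells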
Target sequence (P24468 whole entry, looked up): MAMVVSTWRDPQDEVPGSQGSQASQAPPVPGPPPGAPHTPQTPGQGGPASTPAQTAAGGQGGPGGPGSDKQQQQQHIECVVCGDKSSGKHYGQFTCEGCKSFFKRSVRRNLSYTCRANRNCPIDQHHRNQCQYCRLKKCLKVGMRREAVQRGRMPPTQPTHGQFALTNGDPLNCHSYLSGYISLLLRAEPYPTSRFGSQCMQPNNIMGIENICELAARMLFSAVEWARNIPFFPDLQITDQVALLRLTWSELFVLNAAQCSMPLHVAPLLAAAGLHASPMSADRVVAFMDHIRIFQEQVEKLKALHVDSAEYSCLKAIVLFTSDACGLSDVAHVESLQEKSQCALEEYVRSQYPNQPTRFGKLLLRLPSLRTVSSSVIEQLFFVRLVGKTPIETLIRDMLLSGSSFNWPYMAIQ
SRC2 inh: inhibits human steroid receptor coactivator 2; Q15596; HEK293 GAL4-SRC2 luciferase reporter, luminescence; inhibition, % at 9 µM; 0.17% of 370,000 active;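 active = inhibition above the mean inhibition of all tested compounds plus 3 SD, set per campaign, cut at about 52% in these data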;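 note: 0% = DMSO treated cells and 100% = cells given Gossypol at 36 µM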
Vif imaging: inhibitors of HIV Vif; AID 602346; HEK293T cells, Vif self-association by quenched fluorescence, imaging, 24 h; 0.35% of 340,000 active; inhibition, % at 7.49 µM; in the data active = inhibition above about 50%, passing the limit was not always enough; inconclusive = no clear call, values can overlap the other calls; inactive = below about 31%; note: some results filed as inactive read as strong as hits
SRC1 inh: inhibits human SRC1 coactivator | HEK293 GAL4-SRC1 luciferase reporter, luminescence | AID 588354 | Q15788 | inhibition, % at 3.6 µM | 0.12% of 360,000 active;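 active = inhibition above the campaign mean plus 3 SD, with each screening campaign given its own cutoff, cut at about 60% in these data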;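 note: 0% = DMSO treated cells and 100% = gossypol at 36 µM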
TLR9-MyD88 inh: blocks human TLR9 binding to MyD88; Q9NR96+Q99836; CHO BLA complementation TLR9-MyD88, CCF4 FRET ratio; inhibition, % at 4.98 µM; 0.21% of 340,000 active; AID 504734;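 active = inhibition above the mean over all tested compounds plus 3 SD, cut at about 21% in these data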;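 note: 0% = DMSO only wells and 100% = clavulanate BLA inhibitor control wells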
NOD2 RIPK2 PPI: NOD2-RIPK2 protein interaction inhibition; 0.38% of 360,000 active; CHO BLA complementation NOD2-RIPK2, CCF4 ratio; O43353; inhibition, % at 4.98 µM; in the data active = inhibition above about 21%;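 note: 0% = vehicle only and 100% = reference blocker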
Target sequence (O43353 whole entry, looked up): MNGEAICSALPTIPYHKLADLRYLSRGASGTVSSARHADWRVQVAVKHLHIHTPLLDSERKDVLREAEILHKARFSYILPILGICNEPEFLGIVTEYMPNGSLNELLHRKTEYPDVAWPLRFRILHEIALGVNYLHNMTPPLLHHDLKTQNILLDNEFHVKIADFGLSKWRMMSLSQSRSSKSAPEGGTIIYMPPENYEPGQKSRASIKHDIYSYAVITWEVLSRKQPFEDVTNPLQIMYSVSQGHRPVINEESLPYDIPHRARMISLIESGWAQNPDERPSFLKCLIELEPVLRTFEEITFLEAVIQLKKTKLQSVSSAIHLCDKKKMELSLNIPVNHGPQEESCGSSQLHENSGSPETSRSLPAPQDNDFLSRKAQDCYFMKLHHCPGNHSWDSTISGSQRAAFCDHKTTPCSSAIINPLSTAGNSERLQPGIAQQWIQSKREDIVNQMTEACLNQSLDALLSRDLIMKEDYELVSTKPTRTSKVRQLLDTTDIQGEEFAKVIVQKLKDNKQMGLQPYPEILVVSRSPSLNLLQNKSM
NR5A2 inv ag: inverse agonists of human LRH-1 (NR5A2) | HEK293T StAR-luciferase reporter, LRH-1 transfected, 24 h | inhibition, % at 3.6 µM | O00482 | 0.13% of 360,000 active;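 active = inhibition above the mean inhibition of all tested compounds plus 3 SD, cut at about 73% in these data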;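 note: 0% = DMSO wells and 100% = reporter-only cells lacking LRH-1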
An asterisk follows results filed as active; u = inconclusive; x = not tested or not shown. These rows are one share of the data; count on the stated rates, not on these rows.

Results follow in this order: TRAIL sens C8	LMP1 NFkB inh	NCOA3 inh	TROY NFkB inh	COUP-TFII inh	SRC2 inh	Vif imaging	SRC1 inh	TLR9-MyD88 inh	NOD2 RIPK2 PPI	NR5A2 inv ag
C[C@H](NC(=O)/C=C/[C@H]1O[C@@H](n2ccc(=O)[nH]c2=O)[C@H](O)[C@@H]1O)C(=O)O
 : 11	x	14	9	24	-36	-4	12	x	-3	6
O=C(NCCc1ccc(Cl)cc1)/C(=C/c1cccnc1)NC(=O)c1ccccc1
 : 1	-2	4	-4	-11	-5	1	11	-7	4	8
Cc1ccc2c(C)c(C(=O)N3CCCCC3CO)oc2c1C (stereo not drawn)
 : -3	-4	-19	-1	-7	-25	-2	-65	4	-6	-42
CN(C)S(=O)(=O)Nc1cc(Cl)cc(Cl)c1
 : -5	-3	-7	10	15	-24	3	-1	6	-9	11
COc1ccc(OC)c(N(CC(=O)Nc2ccc3c(c2)OCO3)S(=O)(=O)c2ccccc2)c1
 : -3	6	3	-3	-10	14	-8	-8	-13	3	-12
COCCNC(=O)c1cccc(OC2CCN(Cc3ccccc3C)CC2)c1
 : 1	9	9	2	1	29	5	12	0	5	1
O=C1C2CCCCN2C(=O)N1CCN1CCN(c2cccc(Cl)c2)CC1 (stereo not drawn)
 : 18	3	-8	5	3	-3	-5	-2	-5	4	11
Cc1cccc(-n2c3nc(=O)[nH]c(=O)c-3cc3cc([N+](=O)[O-])ccc32)c1
 : 8	14	19	13	-41	11	-1	2	9	8	43
COc1cc(OC)c2c(=O)c(OC)c(-c3ccc(OC)c(OC)c3)oc2c1
 : 1	3	-10	-10	x	x	-3	-27	0	-5	6
CC(C)CC(CO)N1CCN(C(=O)c2cccc(Cl)c2)CCC1=O (stereo not drawn)
 : 3	-1	-9	-2	-7	-5	x	-11	-9	0	0
CSc1nnc(-c2sc3cc(C(F)(F)F)cnc3c2-c2cccnc2)n1C
 : 19	7	-7	-2	-1	-12	x	-14	-4	3	-35
Cc1nc(NNC(=O)c2ccccc2)cc(-c2ccccc2)n1
 : 0	0	1	-10	-1	-36	0	-5	-4	1	0
Cc1noc(C)c1COC(=O)c1cccc(S(=O)(=O)N2CCCCCC2)c1
 : 20	5	37	17	60*	40	-21	9	8	-9	11
COc1ccc(Cn2nnnc2C(c2ccccc2OC)N2CCC(C(N)=O)CC2)cc1 (stereo not drawn)
 : -5	-5	16	-9	-3	3	-4	-2	-6	-7	-3
CCc1cc2c3c(c1)C1(C(=O)N3C(C)(C)CC2C)C(C#N)=C(N)N2C(=C1C#N)Nc1ccccc12 (stereo not drawn)
 : 16	11	14	11	23	4	-16	-11	4	12	14
Cc1cc(Nc2ccc(C(C)C)cc2)n2ncnc2n1
 : -3	0	-9	-13	-33	-18	3	-23	-5	4	2
OC[C@@H]1CN(Cc2ccco2)C[C@H](n2cnc3c(N4CCOCC4)ncnc32)O1
 : -4	x	2	-6	2	0	18	3	x	-4	10
COc1ccc(NC(=O)CC2CCCC2)cc1S(=O)(=O)N1CCCCC1
 : -7	6	8	11	17	-25	-3	3	-5	-7	-26
O=C(O)CSc1nnc(-c2ccc(Cl)cc2)n1-c1ccccc1
 : -13	1	11	0	9	-14	-18	8	-5	-6	3
COc1ccc(NC(=S)NCCNC(C)=O)cc1
 : -12	-3	-3	16	-31	8	-18	-3	-12	8	20
Cc1ccc(C(=O)NCC(=O)OC(C)C(=O)Nc2ccc(N3CCOCC3)cc2)s1 (stereo not drawn)
 : -14	-3	4	-6	-16	6	3	-19	-10	0	-27
COCCNC(=O)c1cnn2c(C(F)(F)F)cc(-c3ccc(C)cc3)nc12
 : -5	5	5	3	3	-46	-5	12	3	-10	10
COc1ccc(NC(=O)CC(=O)Nc2ccc(OC)cc2OC)c(OC)c1
 : -7	4	-10	-5	-2	8	-14	-19	2	1	-12
CCc1ccc(S(=O)(=O)NCc2csc(-c3ccccc3)n2)s1
 : -6	-11	11	19	6	-1	-2	-18	-4	3	26
CC(C)CNC(=O)COC(=O)c1cc(S(=O)(=O)N(C)C)ccc1N1CCCC1
 : -1	2	-11	5	-5	-1	0	12	4	1	-5
CCOc1ccc(S(=O)(=O)N2CCOCC2)cc1NC(=O)CSCc1c(C)noc1C
 : 0	-4	-3	11	1	-12	9	-19	-5	-17	-8
Cc1cc(C(=O)COC(=O)c2cccnc2Cl)c(C)n1-c1c(C)n(C)n(-c2ccccc2)c1=O
 : 0	-3	9	13	19	-4	-1	-1	2	3	27
COc1ccc(Cc2c(-c3ccc(F)cc3)nc3c(C)cc(Br)cn23)c(C)c1
 : 0	x	9	-1	0	-17	x	-2	x	-5	-8
CCOc1ccc(N(CC(=O)NC(C)(C)C)S(=O)(=O)c2c(C)noc2C)cc1
 : -14	0	-7	-12	-2	-7	-2	-16	2	-6	4
COc1ccc(CNC(=O)CCCc2ccccc2)cc1
 : -7	-10	8	-13	13	-11	6	-10	5	-10	-13
O=C1CCCN1CC(CN1CCOCC1)Sc1nc2ccccc2c(=O)n1-c1ccccc1 (stereo not drawn)
 : 6	-5	23	2	-15	1	-20	3	-5	5	18
COCCCNC(=O)c1cc2c(s1)CS(=O)(=O)C2
 : -7	4	-5	13	-1	-8	6	-14	3	12	9
COc1ccc(C(=O)CN2CCN(CCN3C(=O)c4cccc5cccc(c45)C3=O)CC2)cc1
 : 25	0	3	-12	1	17	1	6	-1	3	6
COc1ccc(NC(=O)C(CC(C)C)NC(=O)c2ccccc2C)cn1 (stereo not drawn)
 : 3	0	-17	-11	16	-23	x	-5	-2	-1	-20
Cc1ccc(OCCC(=O)N2CCN(c3ccc(O)cc3)CC2)cc1
 : 10	-4	-11	15	7	-27	-9	-4	9	1	-11
Cc1ccccc1C(=O)NC(=S)Nc1ccccc1C(=O)O
 : -6	-2	1	9	8	-17	15	-7	1	-11	-10
Cc1ccc(-c2nnc(SCc3nc4ccccc4[nH]3)n2Cc2ccco2)cc1
 : 5	-8	1	-2	0	-7	24	-13	4	-6	5
CCOC(=O)c1sc(Nc2nc3cc4c(cc3s2)OCO4)cc1C
 : -1	-11	-23	-22	-19	-6	3	-23	15	-8	-32
CSc1nc(=S)n(Cc2ccccc2)c(C)c1C(C)=O
 : 2	-3	-7	-1	-2	-25	0	-14	-3	0	-11
Cc1cc(C)nc(N(C#N)CC(=O)N(c2ccccc2)C(C)C)n1
 : 4	-2	10	-11	-7	-4	-4	-1	5	-4	21
O=C(Cc1ccccc1)NCC(=O)Nc1cccc(Cl)c1
 : -3	-10	-59	8	-3	-23	-3	-2	11	-2	-3
Cc1ccc(S(=O)(=O)N2CC(O)CC2C(=O)OCc2nc3sc(C)c(C)c3c(=O)[nH]2)cc1 (stereo not drawn)
 : -10	-2	7	-12	-11	-13	4	6	9	-5	6
CC1CC(C)CN(S(=O)(=O)c2ccc3c(c2)C(C)(C)C(=O)N3C)C1 (stereo not drawn)
 : -1	8	9	11	3	0	-4	5	2	-16	-6
CCCn1nnnc1NCc1ccc(Cl)cc1Cl
 : -5	5	-5	-7	12	15	2	-16	0	-11	8
CCCNC(=O)C(Cc1ccc(C(F)(F)F)cc1)NC(=O)c1ccc2ccccc2n1 (stereo not drawn)
 : -6	-3	8	16	0	17	-4	3	6	-3	2
O=C(c1[nH]c(C(F)(F)F)nc1-c1ccccc1)N1CCN(Cc2c(F)cccc2Cl)CC1
 : 2	x	15	8	-1	6	x	10	x	-4	10
CCC(=O)Nc1cc(C(=O)NCC2CCCN2CC)c(OC)cc1N(C)C (stereo not drawn)
 : -1	-8	-4	1	-20	-6	4	18	-2	-5	-1
O=C(CSc1ncnc2nc[nH]c12)c1ccc([N+](=O)[O-])cc1
 : -5	-3	17	3	-12	0	-8	-9	-2	-5	16
O=C(CSCc1c(Cl)cccc1Cl)Nc1nccs1
 : 1	-2	3	-55	3	-12	1	-25	-5	-2	-23
O=C(CCN1C(=O)C2C3C=CC(C3)C2C1=O)Nc1ccc2ncccc2c1 (stereo not drawn)
 : 5	-3	17	-43	-19	-4	1	-18	3	3	-7
Cc1cc(NC(=O)c2cc(-c3cccs3)nc3ccccc23)no1
 : 5	-8	8	-14	6	8	x	9	-9	7	6
CCN(CC)S(=O)(=O)c1ccc(N2CCOCC2)c(NC(=O)c2ccc(N3CCCC3=O)cc2)c1
 : -6	1	-18	-16	0	-3	-5	-9	6	10	7
CC1CN(CCOCCSc2ccccc2)CC(C)O1 (stereo not drawn)
 : -4	2	-21	9	-10	0	u	-7	0	11	12
O=C(NN=C1CCCCC1)c1ccccc1OCc1ccc(F)cc1
 : -5	1	-1	0	-13	3	5	14	-5	-2	0
COc1cc(NS(=O)(=O)c2cc(NC(C)=O)ccc2OC)c(OC)cc1NC(=O)c1ccccc1
 : -6	2	-7	-14	1	14	-7	0	0	7	-9
Cn1nnnc1SCSc1nnnn1C
 : 8	11	-9	2	7	-15	-59	-6	-4	-13	14
CC(C)c1ccc(N(CC(=O)NCc2ccc(F)cc2)C(=O)c2csnn2)cc1
 : -1	-8	-24	3	-5	2	-9	2	7	-1	20
CC(C)(C)c1cc(C(=S)N2CCCC2)cc(C(C)(C)C)c1O
 : -2	3	-18	4	-10	-11	5	-4	0	-5	17
Cc1cc(Br)ccc1SCC(=O)OCC(=O)Nc1ccccc1C#N
 : 0	-1	24	-17	-15	18	-1	-17	-6	-2	34
CC(=O)c1ccc(NC(=S)NCCc2ccccn2)cc1
 : -4	3	-10	-40	-13	-54	-15	-19	5	-2	-44

(further entries)
Results follow in this order: TRAIL sens C8	LMP1 NFkB inh	NCOA3 inh	TROY NFkB inh	COUP-TFII inh	SRC2 inh	Vif imaging	SRC1 inh	TLR9-MyD88 inh	NOD2 RIPK2 PPI	NR5A2 inv ag
O=C(Cn1cnc2c(nnn2Cc2ccc(F)cc2)c1=O)Nc1ccc2c(c1)OCCO2
 : 4	-8	4	5	-5	-34	4	0	-19	-8	-21
O=C(CCc1nc(-c2ccc(Cl)cc2)no1)NC1CCCC1
 : 21	-2	8	-12	2	6	-7	-7	7	1	-9
CCOc1ccccc1C(=O)NC(C)c1ccc(-n2ccnc2)cc1 (stereo not drawn)
 : 30	1	10	22	-6	7	-8	-5	8	-1	-1
CC1(Cc2ccc(C(F)(F)F)o2)C(=O)Nc2ccc(-c3cccc(C(F)(F)F)c3)cc21 (stereo not drawn)
 : 5	x	4	4	10	26	x	-17	x	-3	1
COc1cc(OC)c(NC(=O)Cn2cccc2)cc1Cl
 : -6	-1	7	4	1	1	-3	0	0	-12	0
Cc1ccccc1OCC(O)Cn1c(NCc2ccco2)nc2c1c(=O)[nH]c(=O)n2C (stereo not drawn)
 : -6	-13	9	-3	2	9	-2	9	6	-12	-14
CN1CCCN(S(=O)(=O)c2cccc(C(F)(F)F)c2)c2nc3ccccc3nc21
 : 0	-10	10	6	10	-4	12	-9	-6	-16	17
Cc1c(C(c2ccc([N+](=O)[O-])cc2)c2c(C)n(C)n(-c3ccccc3)c2=O)c(=O)n(-c2ccccc2)n1C
 : 2	4	15	5	4	-4	1	-11	-5	-11	5

Source: PubChem BioAssay (several laboratories)
